Compound activity from PubChem.
NSD2 block = inhibitors of human NSD2, primary screen, biochemical, plate reader, single point; Histone-lysine N-methyltransferase NSD2 (Homo sapiens), O96028; NSD2-SET H3K36me1 DELFIA fluorescence; inhibition, % at 12.5 µM; hit rate 0.07% among 44,000; AID 624260, 2012; in the data active means inhibition above about 54%, passing the limit was not always enough;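 further: inhibitors reduce the monomethyl H3K36 fluorescence signal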
Target sequence (O96028 whole entry, looked up): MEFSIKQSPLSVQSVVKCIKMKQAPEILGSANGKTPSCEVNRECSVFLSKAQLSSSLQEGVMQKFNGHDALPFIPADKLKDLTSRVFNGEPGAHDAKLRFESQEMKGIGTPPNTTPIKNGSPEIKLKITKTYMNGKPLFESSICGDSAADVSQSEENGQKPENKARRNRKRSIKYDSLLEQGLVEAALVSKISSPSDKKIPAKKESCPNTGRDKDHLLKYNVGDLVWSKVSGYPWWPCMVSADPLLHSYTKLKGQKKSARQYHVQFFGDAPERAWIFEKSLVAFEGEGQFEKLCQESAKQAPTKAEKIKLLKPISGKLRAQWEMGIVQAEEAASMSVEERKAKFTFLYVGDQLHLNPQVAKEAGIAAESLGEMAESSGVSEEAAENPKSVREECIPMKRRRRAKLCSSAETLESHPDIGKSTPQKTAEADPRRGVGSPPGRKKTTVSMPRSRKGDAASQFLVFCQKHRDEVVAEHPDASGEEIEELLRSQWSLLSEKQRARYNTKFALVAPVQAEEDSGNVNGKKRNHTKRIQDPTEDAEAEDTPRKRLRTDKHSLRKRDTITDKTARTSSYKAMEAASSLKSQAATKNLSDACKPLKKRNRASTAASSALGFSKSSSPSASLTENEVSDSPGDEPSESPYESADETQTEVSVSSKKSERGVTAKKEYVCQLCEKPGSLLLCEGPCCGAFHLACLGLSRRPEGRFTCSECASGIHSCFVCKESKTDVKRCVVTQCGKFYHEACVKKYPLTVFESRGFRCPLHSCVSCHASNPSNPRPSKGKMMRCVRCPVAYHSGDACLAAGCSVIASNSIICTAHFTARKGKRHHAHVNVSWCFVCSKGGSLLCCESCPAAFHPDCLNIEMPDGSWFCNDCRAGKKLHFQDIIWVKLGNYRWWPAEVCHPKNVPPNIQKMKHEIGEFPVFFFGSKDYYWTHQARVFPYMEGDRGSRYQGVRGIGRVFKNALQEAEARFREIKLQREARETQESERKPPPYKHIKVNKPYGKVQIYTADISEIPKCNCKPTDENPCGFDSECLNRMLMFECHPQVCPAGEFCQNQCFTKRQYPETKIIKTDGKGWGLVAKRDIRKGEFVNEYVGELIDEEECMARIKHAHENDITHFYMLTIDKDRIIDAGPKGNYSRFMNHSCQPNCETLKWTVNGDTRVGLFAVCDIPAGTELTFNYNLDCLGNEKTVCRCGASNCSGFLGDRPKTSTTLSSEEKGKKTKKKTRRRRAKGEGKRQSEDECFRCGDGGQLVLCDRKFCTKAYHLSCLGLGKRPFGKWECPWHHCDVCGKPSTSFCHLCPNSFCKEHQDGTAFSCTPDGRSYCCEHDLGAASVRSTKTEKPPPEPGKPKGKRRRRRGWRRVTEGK
Starred values were filed as active, the others as inactive.

For C[C@H]1CN([C@@H](C)CO)C(=O)c2cc(NC(=O)CCCN(C)C)ccc2O[C@@H]1CN(C)S(=O)(=O)c1cn(C)cn1 the results were NSD2 block 1.
CC(C)NC(=O)N[C@@H]1C=C[C@@H](CC(=O)NCCCN(C)C)O[C@@H]1CO was read as NSD2 block -1.
O=C(c1ccccc1)c1nn(-c2ccc(Cl)cc2)ccc1=O was read as NSD2 block -3.
`C[C@H](CO)N1C[C@H](C)[C@@H](CN(C)C(=O)Nc2ccc(F)cc2)Oc2c(NC(=O)C3CCOCC3)cccc2C1=O` gave NSD2 block 0.
C[C@@H]1CN([C@@H](C)CO)C(=O)c2cccc(NC(=O)c3cnccn3)c2O[C@H]1CN(C)S(C)(=O)=O was read as NSD2 block 0.
For O=C(N/N=C/C=C/c1ccccc1)c1ccccn1 the results were NSD2 block -4.
COc1ccc(/C=N/NC(=O)c2ccccn2)cc1O was read as NSD2 block 1.
For C[C@H]1CN([C@@H](C)CO)C(=O)c2cccc(NC(=O)C3CC3)c2O[C@H]1CN(C)C(=O)Nc1ccc2c(c1)OCO2 the results were NSD2 block 2.
For C[C@@H]1CN([C@H](C)CO)C(=O)Cc2cc(NC(=O)Nc3ccc(F)cc3)ccc2O[C@H]1CN(C)C(=O)Nc1cccc2ccccc12 the results were NSD2 block 2.
C[C@H]1CN([C@@H](C)CO)S(=O)(=O)c2ccc(C3=CCCC3)cc2O[C@H]1CN(C)Cc1ccccn1 was read as NSD2 block 0.
Cc1cc(C(=O)Nc2cccc3c2O[C@@H](CN(C)Cc2ccc(C(=O)Nc4ccccc4N)cc2)[C@H](C)CN([C@@H](C)CO)C3=O)n(C)n1 was read as NSD2 block 2.
C[C@H](CO)N1C[C@H](C)[C@H](CN(C)C(=O)c2ccc(F)cc2)Oc2cc(C3=CCCC3)ccc2S1(=O)=O was read as NSD2 block -26.

Continued; it opens with the 7 that closed the last part.
For O=C(N/N=C/C=C/c1ccccc1)c1ccccn1 the results were NSD2 block -4.
COc1ccc(/C=N/NC(=O)c2ccccn2)cc1O was read as NSD2 block 1.
For C[C@H]1CN([C@@H](C)CO)C(=O)c2cccc(NC(=O)C3CC3)c2O[C@H]1CN(C)C(=O)Nc1ccc2c(c1)OCO2 the results were NSD2 block 2.
For C[C@@H]1CN([C@H](C)CO)C(=O)Cc2cc(NC(=O)Nc3ccc(F)cc3)ccc2O[C@H]1CN(C)C(=O)Nc1cccc2ccccc12 the results were NSD2 block 2.
C[C@H]1CN([C@@H](C)CO)S(=O)(=O)c2ccc(C3=CCCC3)cc2O[C@H]1CN(C)Cc1ccccn1 was read as NSD2 block 0.
Cc1cc(C(=O)Nc2cccc3c2O[C@@H](CN(C)Cc2ccc(C(=O)Nc4ccccc4N)cc2)[C@H](C)CN([C@@H](C)CO)C3=O)n(C)n1 was read as NSD2 block 2.
C[C@H](CO)N1C[C@H](C)[C@H](CN(C)C(=O)c2ccc(F)cc2)Oc2cc(C3=CCCC3)ccc2S1(=O)=O was read as NSD2 block -26.
`C[C@@H]1CN([C@H](C)CO)C(=O)c2cc(N(C)C)ccc2O[C@@H](C)CCCCO[C@H]1CN(C)C(=O)Nc1ccccc1` gave NSD2 block -3.
C[C@H]1CN([C@@H](C)CO)C(=O)c2cc(C#Cc3ccc(F)cc3)cnc2O[C@@H]1CN(C)C(=O)c1ccccc1F was read as NSD2 block 3.
CC(C)NC(=O)N(C)C[C@@H]1Oc2ccc(NC(=O)Cc3ccccc3)cc2CC(=O)N([C@@H](C)CO)C[C@H]1C was read as NSD2 block 3.
Screening O=C(c1ccc(CNS(=O)(=O)c2ccc(Br)cc2)cc1)N1CCCC1 returned NSD2 block 1.
Screening C[C@@H]1CN([C@@H](C)CO)C(=O)CCCn2cc(nn2)CO[C@@H]1CN(C)S(=O)(=O)c1ccc2ccccc2c1 returned NSD2 block 3.
For Cc1noc(C)c1NC(=O)Nc1cccc2c1O[C@@H](CN(C)Cc1ccc(C(=O)Nc3ccccc3N)cc1)[C@@H](C)CN([C@@H](C)CO)C2=O the results were NSD2 block 5.
`CNC[C@H]1Oc2c(NC(=O)Nc3ccccc3)cccc2C(=O)N([C@@H](C)CO)C[C@@H]1C` gave NSD2 block -1.
COc1ccc(CN(C)C[C@H]2Oc3ccc(NC(=O)CCC(F)(F)F)cc3CC(=O)N([C@H](C)CO)C[C@@H]2C)cc1 was read as NSD2 block 19.
Screening C[C@@H]1CN([C@H](C)CO)C(=O)Cc2cc(NC(=O)C3CCCCC3)ccc2O[C@H]1CN(C)Cc1ccc2c(c1)OCO2 returned NSD2 block -3.
`C[C@H]1CCCCO[C@H](CN(C)S(=O)(=O)c2ccc(F)cc2)[C@@H](C)CN([C@@H](C)CO)C(=O)c2cc(NS(C)(=O)=O)ccc2O1` gave NSD2 block 1.
Screening Cc1ccc(S(=O)(=O)N(C)C[C@H]2OCCCC[C@H](C)Oc3ccc(N(C)C)cc3C(=O)N([C@H](C)CO)C[C@@H]2C)cc1 returned NSD2 block 4.
`O=C(C[C@@H]1C[C@@H]2c3cc(NS(=O)(=O)c4ccc(F)cc4)ccc3O[C@@H]2[C@@H](CO)O1)NCCc1ccccc1` gave NSD2 block -1.

3 entries out of the list, arranged by molar mass, smallest number first:
COc1ccc(/C=N/NC(=O)c2ccccn2)cc1O was read as NSD2 block 1.
For C[C@H]1CN([C@@H](C)CO)C(=O)c2cccc(NC(=O)C3CC3)c2O[C@H]1CN(C)C(=O)Nc1ccc2c(c1)OCO2 the results were NSD2 block 2.
For C[C@H]1CN([C@@H](C)CO)C(=O)c2cc(NC(=O)CCCN(C)C)ccc2O[C@@H]1CN(C)S(=O)(=O)c1cn(C)cn1 the results were NSD2 block 1.

Continued.
Screening COc1ccc(CN(C)C[C@@H]2OCCCC[C@@H](C)Oc3ccc(NC(=O)CCC(F)(F)F)cc3C(=O)N([C@@H](C)CO)C[C@@H]2C)cc1 returned NSD2 block 3.
Screening C[C@@H]1CN([C@@H](C)CO)C(=O)c2cc(NC(=O)CCCN(C)C)ccc2O[C@@H]1CN(C)S(=O)(=O)c1cccs1 returned NSD2 block 3.
For Cc1ccc(-c2ccc3c(c2)O[C@@H](CN(C)C(=O)Nc2ccc(F)cc2)[C@H](C)CN([C@H](C)CO)S3(=O)=O)cc1 the results were NSD2 block 16.
`COc1ccc(S(=O)(=O)Nc2ccc3c(c2)C(=O)N([C@H](C)CO)C[C@H](C)[C@H](CN(C)CC2CC2)O3)cc1` gave NSD2 block -9.
Screening COc1ccc(NC(=O)N(C)C[C@H]2OCCCC[C@H](C)Oc3ccc(NC(=O)C4CCCCC4)cc3C(=O)N([C@@H](C)CO)C[C@H]2C)cc1 returned NSD2 block 0.
C[C@@H]1CN([C@H](C)CO)C(=O)c2cc(C#Cc3ccncc3)cnc2O[C@@H]1CN(C)C(=O)CN(C)C was read as NSD2 block 8.
`Cc1cc(C)n2nc3nc(N4CCOCC4)nc(-c4ccc(C(C)C)cc4)c3c2n1` gave NSD2 block -12.
Screening COCC(=O)N[C@H]1C=C[C@H](CC(=O)N2CCCCC2)O[C@@H]1CO returned NSD2 block 2.
For C[C@H]1CN([C@@H](C)CO)C(=O)c2cc(NC(=O)Cn3cnnn3)ccc2O[C@@H]1CN(C)S(=O)(=O)c1ccccc1 the results were NSD2 block 1.
`O=C(C[C@H]1C[C@@H]2c3cc(NC(=O)C4CCC4)ccc3O[C@@H]2[C@@H](CO)O1)NCc1ccc2c(c1)OCO2` gave NSD2 block -5.
For C/C=C/c1cnc2c(c1)C(=O)N([C@H](C)CO)C[C@@H](C)[C@H](CN(C)C(=O)c1cccc(F)c1)O2 the results were NSD2 block 8.
COc1ccc(CN(C)C[C@@H]2Oc3c(NC(=O)c4ccc(-c5nccs5)cc4)cccc3C(=O)N([C@@H](C)CO)C[C@H]2C)cc1 was read as NSD2 block -3.
For C[C@H](O)C#Cc1ccc2c(c1)O[C@@H](CN(C)CC1CC1)[C@H](C)CN([C@@H](C)CO)S2(=O)=O the results were NSD2 block 0.
For C[C@H](CO)N1C[C@H](C)[C@H](CN(C)C(=O)CN(C)C)Oc2ncc(-c3ccc(F)cc3)cc2C1=O the results were NSD2 block -4.
`Cc1noc(C)c1S(=O)(=O)Nc1ccc2c(c1)CC(=O)N([C@@H](C)CO)C[C@@H](C)[C@H](CN(C)Cc1ccccc1)O2` gave NSD2 block 4.
C[C@@H]1CN([C@H](C)CO)S(=O)(=O)c2ccc(-c3ccncc3)cc2O[C@@H]1CN(C)C(=O)C1CC1 was read as NSD2 block 11.
For CN(C)CC(=O)Nc1ccc2c(c1)[C@@H]1C[C@H](CC(=O)NC3CCCCC3)O[C@@H](CO)[C@@H]1O2 the results were NSD2 block -2.
Screening COc1cc(O)cc2occ(-c3ccc(O)cc3)c(=O)c12 returned NSD2 block 6.
COCC#Cc1ccc2c(c1)O[C@@H](CN(C)S(=O)(=O)c1ccc(OC)cc1)[C@@H](C)CN([C@H](C)CO)S2(=O)=O was read as NSD2 block 7.
Screening CC(C)C#Cc1cnc2c(c1)C(=O)N([C@@H](C)CO)C[C@H](C)[C@H](CN(C)C(=O)Nc1cccc(F)c1)O2 returned NSD2 block -7.
Screening COc1ccc(COC[C@@]23Oc4ccccc4[C@@H](NC(=O)N2C)[C@H]3COC(=O)c2ccccc2)cc1 returned NSD2 block 6.
Screening COc1ccc(CN(C)C[C@H]2Oc3c(NC(=O)NC(C)C)cccc3C(=O)N([C@H](C)CO)C[C@H]2C)cc1 returned NSD2 block -2.
Cc1noc(C)c1S(=O)(=O)N(C)C[C@@H]1OCCCC[C@H](C)Oc2ccc(NC(=O)C3CCCCC3)cc2C(=O)N([C@@H](C)CO)C[C@H]1C was read as NSD2 block 4.
For C[C@H](CO)N1C[C@H](C)[C@H](CN(C)CC2CCCCC2)OCc2cn(nn2)CCCC1=O the results were NSD2 block 4.
Screening Cc1cc(C(=O)Nc2cccc3c2O[C@@H](CN(C)CC2CC2)[C@@H](C)CN([C@@H](C)CO)C3=O)n(C)n1 returned NSD2 block 1.
`C[C@H](CO)N1C[C@H](C)[C@@H](CN(C)C(=O)NC2CCCCC2)Oc2c(NC(=O)Nc3ccc4c(c3)OCO4)cccc2C1=O` gave NSD2 block -3.
For C[C@@H]1CN([C@H](C)CO)C(=O)Cc2cc(NC(=O)C3CC3)ccc2O[C@H]1CN(C)S(=O)(=O)c1ccc(F)cc1 the results were NSD2 block -2.
For COCC(=O)N(C)C[C@@H]1Oc2ncc(C#CCC3CCCC3)cc2C(=O)N([C@H](C)CO)C[C@H]1C the results were NSD2 block 3.
COc1ccc(S(=O)(=O)Nc2ccc3c(c2)C(=O)N([C@@H](C)CO)C[C@@H](C)[C@H](CN(C)C(=O)NC2CCCCC2)OCCCC[C@H](C)O3)cc1 was read as NSD2 block 2.
For C[C@@H]1CN([C@H](C)CO)S(=O)(=O)c2ccc(-c3cccc(C(=O)N(C)C)c3)cc2O[C@H]1CN(C)C(=O)Cc1ccccn1 the results were NSD2 block 2.
`C=C1C2CC[C@@]3(C)[C@H](c4ccoc4)OC(=O)C[C@]13O[C@H]1CC(=O)C(C)(C)[C@H](C(O)C(=O)OC)[C@@]21C` (stereo not given in full) gave NSD2 block -2.
For C/C=C/c1ccc2c(c1)O[C@H](CN(C)C(=O)c1cccc(F)c1)[C@@H](C)CN([C@@H](C)CO)S2(=O)=O the results were NSD2 block 5.
For CC(C)NC(=O)N(C)C[C@H]1OCCCC[C@@H](C)Oc2ccc(NC(=O)Nc3ccc4c(c3)OCO4)cc2C(=O)N([C@H](C)CO)C[C@@H]1C the results were NSD2 block -85.
Screening C[C@H](CO)N1C[C@H](C)[C@@H](CN(C)C(=O)Nc2ccc3c(c2)OCO3)Oc2ccc(NS(=O)(=O)c3cn(C)cn3)cc2CC1=O returned NSD2 block 1.
C[C@H]1CN([C@@H](C)CO)C(=O)CCCn2nncc2CO[C@@H]1CN(C)C(=O)NC1CCCCC1 was read as NSD2 block 2.
For C[C@H](CO)N1C[C@H](C)[C@H](CN(C)CC2CCCCC2)Oc2c(NC(=O)NC3CCCCC3)cccc2C1=O the results were NSD2 block -3.
Screening Cc1ccc(S(=O)(=O)Nc2ccc3c(c2)C(=O)N([C@H](C)CO)C[C@H](C)[C@@H](CN(C)C(=O)Nc2c(C)noc2C)OCCCC[C@H](C)O3)cc1 returned NSD2 block 3.
C[C@H](CO)N1C[C@H](C)[C@H](CN(C)CC2CC2)Oc2ccc(NC(=O)C3CCCCC3)cc2C1=O was read as NSD2 block 6.
C[C@@H]1CCCCO[C@H](CN(C)C(=O)c2ccccc2)[C@@H](C)CN([C@@H](C)CO)C(=O)c2cc(NC(=O)Nc3ccc(C(F)(F)F)cc3)ccc2O1 was read as NSD2 block -3.
`C[C@H]1CN([C@@H](C)CO)C(=O)c2c(c3ccccc3n2C)-c2ccccc2CO[C@H]1CN(C)S(=O)(=O)c1ccc(Cl)cc1` gave NSD2 block 0.
`CCCNC(=O)N(C)C[C@@H]1Oc2cc(C#CCN(C)C)ccc2S(=O)(=O)N([C@H](C)CO)C[C@@H]1C` gave NSD2 block -3.
`Cc1noc(C)c1NC(=O)Nc1ccc2c(c1)C(=O)N([C@@H](C)CO)C[C@@H](C)[C@H](CN(C)C)OCCCC[C@@H](C)O2` gave NSD2 block 5.
For C[C@@H]1CN([C@H](C)CO)C(=O)c2cccc(NC(=O)c3cnccn3)c2O[C@@H]1CN(C)Cc1ccc2c(c1)OCO2 the results were NSD2 block 0.
`CNC[C@@H]1Oc2ccc(NC(=O)CCC(F)(F)F)cc2CC(=O)N([C@H](C)CO)C[C@H]1C` gave NSD2 block 0.
For C[C@@H]1CN([C@H](C)CO)C(=O)c2cc(NC(=O)C3CCCCC3)ccc2O[C@@H](C)CCCCO[C@@H]1CN(C)S(=O)(=O)c1ccc(F)cc1 the results were NSD2 block 1.
`C[C@@H]1CN([C@H](C)CO)C(=O)c2cc(NS(=O)(=O)c3cn(C)cn3)ccc2O[C@@H]1CN(C)S(=O)(=O)c1ccccc1` gave NSD2 block 5.
C[C@@H]1CN([C@@H](C)CO)C(=O)CCCn2cc(nn2)CO[C@@H]1CN(C)C(=O)C1CC1 was read as NSD2 block 1.
`Cc1ccc(S(=O)(=O)N(C)C[C@H]2Oc3ccc(NC(=O)Nc4ccccc4)cc3C(=O)N([C@@H](C)CO)C[C@H]2C)cc1` gave NSD2 block -1.

The list is partial; count on the stated rates, not on these rows.
